TMEM16A act: activators or potentiators of mouse TMEM16A chloride channel; HEK293 TMEM16A/YFP-H148Q/I152L, iodide quench fluorescence; stronger effect = lower value; B-score at 10 µM; 340,000 compounds, 0.3% hits; AID 623877;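 active = fluorescence-ratio B-score plate-corrected deviation score at least 3 library SD below zero, with starting fluorescence score within 5 deviations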;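 note: channel opened by trigger with iodide after compound preincubation; score built on the fluorescence ratio of max minus min over baseline; more negative score means more quench and so TMEM16A activation or potentiation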
KCNK9 inh: blocks the human KCNK9 two-pore domain potassium channel. Q9NPC2. 310,000 compounds, 1.2% hits. B-score at 10 µM. HEK293 KCNK9, FluxOR thallium flux fluorescence; stronger effect = lower value. AID 488922;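 active = ratio B-score over 3 SD below the library mean, with starting fluorescence within 5 SD of its mean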;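 note: negative B-score means less thallium flux so channel inhibition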
hERG rescue: compounds protecting human hERG from proarrhythmic drug block; Q12809; CHO-hERG, FluxOR thallium flux, dofetilide IC70 present; activation (rescue from dofetilide block), less the hit threshold, % at 10 µM; 310,000 compounds, 0.51% hits; AID 1511;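 active = activation above the mean of controls blocked by dofetilide plus 5 SD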;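 note: thallium influx through hERG after potassium depolarization seen as dye fluorescence rise; in these data hits start at about 4.7%; inactives centre near -7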
MrgX1 PAM: human MrgX1 positive allosteric modulation, primary screen | AID 588675 | MrgX1-HEK293, Fluo-4 calcium flux, FDSS; stronger effect = higher value | 310,000 compounds, 0.63% hits | B-score at 10 µM | Q96LB2;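 active = plate-corrected calcium response at least 3 library SD above typical, normal starting fluorescence, not activating the receptor alone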;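 note: compound read alongside a low EC10 to EC30 dose of BAM8-22 agonist; peak minus trough fluorescence over baseline measured at the second addition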
MrgX1 agonist: agonists of human MrgX1 receptor; MrgX1-HEK293 cells, Fluo-4 calcium fluorescence, agonist mode; stronger effect = higher value; B-score at 10 µM; Q96LB2; 310,000 compounds, 0.44% hits;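 active = calcium response B-score plate-corrected fluorescence ratio at least 3 library SD, with starting fluorescence B-score inside 5 SD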
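Material – MrgX1-expressing HEK293 cells · Input – 15,000 cells seeded per well · Dosing – compound as first of three additions · Times – overnight seeding, then 1 h dark dye loading · Measured by – kinetic Fluo-4 NW fluorescence of intracellular calcium · Read-out – B-scored fluorescence response ratio · Benchmarks – positive and negative control wells on each plate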
TMEM16A inh: mouse TMEM16A channel inhibition, primary screen. Q8BHY3. HEK293 TMEM16A/YFP iodide influx fluorescence, ionomycin. normalized B-score (activity score, 25-100; higher = stronger inhibition) at 10 µM. 310,000 compounds, 1.2% hits;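 active = ratio plate-corrected score three or more library SD toward inhibition, starting fluorescence score within five deviations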;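 note: score derived from kinetic fluorescence span divided by baseline fluorescence per well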
RGS4 act: potentiators or activators of RGS4; B-score at 10 µM; 310,000 compounds, 0.92% hits; AID 463111; HEK293 M3R/inducible RGS4, carbachol calcium flux Fluo4; stronger effect = lower value;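 active = B-score of the integrated calcium signal more than 4 SD below the library mean, with starting fluorescence not abnormally high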;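 note: negative B-score means reduced calcium response which marks RGS4 activation or potentiation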
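Also added: carbachol at ECmax as muscarinic agonist stimulus; Assay system: HEK293 cells with stable M3R and inducible RGS4; Timing: overnight RGS4 induction, 30 min dye load 37 °C, 20 min compound RT; Measured by: Fluo4-AM (2 µM) calcium-flux fluorescence, kinetic read.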
KCNK3 inh: human KCNK3 channel inhibition, primary screen | AID 602410 | B-score at 10 µM | CHO-KCNK3 thallium flux, FluxOR fluorescence; stronger effect = lower value | O14649 | 340,000 compounds, 0.84% hits;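 active = B-score under library mean minus 4 SD, starting fluorescence ratio at most library mean plus 5 SD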;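 note: more negative B-score means stronger inhibition of thallium flux through KCNK3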
Target sequence (O14649 whole entry, looked up): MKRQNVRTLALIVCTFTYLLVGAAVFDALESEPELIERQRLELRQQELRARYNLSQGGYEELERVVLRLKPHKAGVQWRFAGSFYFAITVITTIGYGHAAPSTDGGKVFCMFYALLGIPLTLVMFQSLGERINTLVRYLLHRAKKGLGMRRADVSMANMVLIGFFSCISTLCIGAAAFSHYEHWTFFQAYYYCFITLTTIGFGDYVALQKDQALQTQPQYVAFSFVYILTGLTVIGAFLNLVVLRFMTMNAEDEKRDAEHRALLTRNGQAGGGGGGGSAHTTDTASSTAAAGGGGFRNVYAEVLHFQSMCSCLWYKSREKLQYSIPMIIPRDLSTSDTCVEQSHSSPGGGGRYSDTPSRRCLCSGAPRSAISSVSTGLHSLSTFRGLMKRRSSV
KCNQ1 pot: human KCNQ1 channel potentiation or activation; CHO-K1 KCNQ1, thallium flux FluxOR fluorescence; stronger effect = higher value; B-score at 10 µM; 310,000 compounds, 0.35% hits; AID 2648;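 active = fluorescence ratio B-score, a plate-corrected score, at least three library SD, with initial intensity B-score within 5 SD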
Target sequence (P51787 whole entry, looked up): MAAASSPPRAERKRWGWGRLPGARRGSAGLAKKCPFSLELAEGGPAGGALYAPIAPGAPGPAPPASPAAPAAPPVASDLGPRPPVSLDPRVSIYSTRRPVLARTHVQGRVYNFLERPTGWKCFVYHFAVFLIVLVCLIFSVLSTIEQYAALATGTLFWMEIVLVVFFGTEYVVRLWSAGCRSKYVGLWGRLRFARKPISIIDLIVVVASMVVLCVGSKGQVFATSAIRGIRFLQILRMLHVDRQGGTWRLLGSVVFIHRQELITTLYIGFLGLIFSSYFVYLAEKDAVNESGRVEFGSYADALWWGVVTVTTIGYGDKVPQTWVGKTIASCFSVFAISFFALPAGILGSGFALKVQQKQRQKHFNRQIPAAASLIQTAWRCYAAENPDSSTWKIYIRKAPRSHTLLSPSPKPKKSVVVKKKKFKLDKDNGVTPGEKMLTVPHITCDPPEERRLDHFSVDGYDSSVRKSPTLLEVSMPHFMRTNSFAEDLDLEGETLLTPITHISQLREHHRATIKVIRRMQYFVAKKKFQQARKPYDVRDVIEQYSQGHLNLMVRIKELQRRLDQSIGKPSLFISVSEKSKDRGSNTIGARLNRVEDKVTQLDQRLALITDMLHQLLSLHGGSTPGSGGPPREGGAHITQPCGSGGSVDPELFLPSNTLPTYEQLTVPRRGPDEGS
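Assay system: CHO-K1 cells stably expressing KCNQ1. Medium: assay buffer for compound exposure, DMSO matched across wells. Timing: 37 °C overnight plating, 90-min dark dye load, 20-min compound pretreatment. Signal: kinetic FluxOR fluorescence, 10 s baseline plus 110 s post-stimulus.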
RGS4 block: inhibitors of human RGS4; 310,000 compounds, 0.45% hits; P49798; HEK293 M3R/RGS4 inducible, Fluo-4 calcium flux; stronger effect = higher value; triggered by carbachol at its EC20; AID 463165; B-score at 10 µM;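 active = B-score, a plate-corrected calcium signal, over three deviations above library mean, with baseline fluorescence within five deviations of library mean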;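 note: RGS4 expression induced by doxycycline in cells with stable M3 receptor; B-score is computed from the integrated fluorescence ratio over baseline after carbachol; higher B-score means a larger calcium signal and so more RGS4 inhibition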
KCNQ1 block: inhibitors of human KCNQ1 potassium channel; CHO-K1 KCNQ1, FluxOR thallium flux fluorescence; stronger effect = higher value; P51787; AID 2642; 310,000 compounds, 1.3% hits; B-score at 10 µM;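 active = compounds whose thallium flux B-score, printed positive for inhibition, exceeds three library SD while starting fluorescence stays within three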;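 note: channel opened by potassium depolarization with thallium stimulus after 20 min compound exposure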
* hit, by the source's call; i = inactive; . = no result given.

The line under a structure holds: TMEM16A act	KCNK9 inh	hERG rescue	MrgX1 PAM	MrgX1 agonist	TMEM16A inh	RGS4 act	KCNK3 inh	KCNQ1 pot	RGS4 block	KCNQ1 block
O=C(Cc1ccc(Br)cc1)N1CCN(c2ccc(F)cc2)CC1
  i	i	-8	i	i	i	i	i	i	i	i
O=C(COc1ccc([N+](=O)[O-])cc1)N1CCN(c2nnc(-c3ccccc3)c3ccccc23)CC1
  i	i	-5	i	i	i	i	i	i	i	i
Brc1ccccc1-c1cnco1
  i	i	-14	i	i	i	i	i	i	i	i
O=C(O)c1[nH]c2ccccc2c1CC(=O)N1CCOCC1
  i	i	-7	i	i	i	i	i	i	i	i
Cc1ccn2c(C(=O)N/N=C/c3ccc(CNC(=O)C(=O)Nc4ccc(C)c(C)c4)o3)c(C)nc2c1
  .	i	-3	i	i	i	i	.	i	i	i
O=C(COC(=O)c1ccc(OC(F)F)cc1)NCCCN1CCCC1=O
  i	i	-2	i	i	i	i	i	i	i	i
Cc1ccc(S(=O)(=O)NCCNc2ccccc2[N+](=O)[O-])cc1
  i	i	-6	i	i	i	i	i	i	i	i
CC(C)NC(=O)CN1CCN(c2ncccn2)CC1
  i	i	-5	i	i	i	i	i	i	i	i
CCCCn1c(SCC(=O)Nc2cc(C)on2)nc2ccccc2c1=O
  i	i	-8	i	i	i	i	i	i	i	i
O=C(CSc1ccc(-c2ccncc2)nn1)c1ccccc1
  i	i	-8	i	i	i	i	i	i	i	i
COc1ccc(C2(CNC(=O)c3ccc(OC)c([N+](=O)[O-])c3)CCCCC2)cc1OC
  i	i	-12	i	i	i	i	i	i	i	i
OCCOCCn1c(-c2ccccc2)nc(=S)c2c1CCCC2
  i	i	-8	i	i	i	i	i	i	i	i
O/N=C(\C[n+]1ccccc1)c1ccc(Br)cc1
  i	i	-1	i	i	i	i	i	i	i	i
CCC(C)C(NC(=O)OC(C)(C)C)C(=O)NC(C(=O)NC(C)C(N)=O)C(C)C (stereo not drawn)
  i	i	-8	i	i	i	i	i	i	i	i
N#Cc1ccccc1OCC(=O)Nc1c(C(=O)C2CC2)oc2ccccc12
  i	i	-10	i	i	i	i	i	i	i	i
COc1ccc(NC(=O)COC(=O)/C=C/c2ccccc2[N+](=O)[O-])cc1
  i	i	-9	i	i	i	i	i	i	i	i
COc1ccc(N2C(=O)CC(NC34CC5CC(CC(C5)C3)C4)C2=O)c(OC)c1 (stereo not drawn)
  i	i	1	i	i	i	i	i	i	i	i
COc1ccc(NC(=O)C2CCN(S(=O)(=O)c3cccc4nonc34)CC2)cc1OC
  i	i	-5	i	i	i	i	i	i	i	i
COc1ccc(S(=O)(=O)NCC(c2cccnc2)N2CCN(C)CC2)cc1OC (stereo not drawn)
  i	i	-6	i	i	i	i	i	i	i	i
COc1cccc(CN2CCNC(=O)C2CC(=O)N(C)C2CCCCC2)c1 (stereo not drawn)
  i	i	-11	i	i	i	i	i	i	i	i
Cc1cc(Cl)c(S(=O)(=O)N2CCN(c3ccc(F)cc3)CC2)cc1OCC(=O)NC1CCCCC1
  i	i	-3	i	i	25*	i	i	i	i	i
C=CCn1c(-c2ccc(OC)c(OC)c2)cs/c1=N\c1ccccn1
  i	i	-7	i	i	i	i	i	i	i	i
COc1cc(CC(=O)OCC(=O)Nc2ccc3c(c2)OCCO3)cc(OC)c1OC
  i	i	-2	i	i	i	i	i	i	i	i
COCCCNCCCCOc1ccc(C)cc1[N+](=O)[O-]
  i	i	-4	i	i	i	i	i	i	i	i
COCCNC(=S)N/N=C/c1ccccc1C(=O)O
  i	i	-7	i	i	i	i	i	i	i	i
O=C(/C=C/c1ccccc1[N+](=O)[O-])NCC1CCCO1 (stereo not drawn)
  i	i	-10	i	i	i	i	i	i	i	i
O=C1CCC(C(=O)NCc2cccnc2)N1 (stereo not drawn)
  i	i	-12	i	i	i	i	i	i	i	i
O=C1CN(C(=O)c2cc3ccccc3o2)c2ccccc2N1
  i	i	-8	i	i	i	i	i	i	i	i
CCOC(=O)N1CCN(C(=O)Nc2ccccc2)CC1
  i	i	-10	i	i	i	i	i	i	i	i
CCOC(=O)C1CCN(C2CC(=O)N(c3cccc(Cl)c3)C2=O)CC1 (stereo not drawn)
  i	i	1	i	i	i	i	i	i	i	i
COc1cc(CCC(=O)OCc2ccccc2C#N)cc(OC)c1OC
  i	i	-12	i	i	i	i	i	i	i	i
O=S(=O)(CCN1C=CC(C(F)(F)F)=NCC1)c1ccc(F)cc1
  i	i	-6	i	i	i	i	i	i	i	i
N#Cc1cnn(-c2ccccc2)c1N
  i	i	-5	i	i	i	i	i	i	i	i
CCOCCCNC(=S)Nc1ccc2nc(N3CCCC3)cc(C)c2c1
  i	i	-10	i	i	i	i	i	i	i	i
Cc1sc(N2C(=O)C3C(C2=O)[C@H]2C=C[C@@H]3C2)c(C#N)c1C (stereo partly drawn)
  i	i	-5	i	i	i	i	i	i	i	i
COc1ccccc1/C=C/CN1CCC(n2nccc2NC(=O)CCc2ccccc2)CC1
  i	i	-19	i	i	i	-8.2*	i	i	i	i
O=[N+]([O-])c1ccc(N/N=C/c2c[nH]c3ccccc23)cc1
  i	i	-22	i	i	i	i	i	i	i	i
CCOC(=O)c1csc(NC(=O)c2ccc(OCC)cc2)n1
  i	i	-2	i	i	i	i	i	i	i	i
COc1ccc(C(=O)Nc2ccccc2C(=O)N2CCOCC2)cc1
  i	i	-2	i	i	i	i	i	i	i	i
COc1cccc(CNC(=O)C2CCN(C(=O)N3CC(C)Oc4ccccc43)CC2)c1 (stereo not drawn)
  i	i	-11	i	i	i	i	i	i	i	i
COCCN(C(=O)COc1ccccc1)c1nnc(-c2cccnc2)s1
  .	i	-6	i	i	i	i	i	i	i	i
CCCCCCCCNC(C)C(O)c1ccc(SC(C)C)cc1 (stereo not drawn)
  i	i	-25	i	i	25*	-7*	i	i	i	6*
CCc1noc(C)c1C(=O)N1CCCSC1=Nc1ccccc1
  i	i	-9	i	i	i	i	i	i	i	8*
CCOc1ccc(C(=O)COC(=O)c2cc(=O)[nH]c3ccccc23)cc1
  i	i	-10	i	i	i	i	i	i	i	i
C=C(C)C(=O)Nc1ccc(NC(C)C)cc1
  i	i	1	i	i	i	i	i	i	i	i
CN1CCN(c2ccc(S(=O)(=O)N3CCCCC3)cc2NC(=O)COc2ccc([N+](=O)[O-])cc2)CC1
  i	i	-15	i	i	i	i	i	i	i	i
O=C(CNC(=O)c1cnccc1C(F)(F)F)c1cccc(Cl)c1
  i	i	-10	i	i	i	i	i	i	i	i
Cc1cccc(OCCCC(=O)Nc2nccs2)c1
  i	i	-7	i	i	i	i	i	i	i	i
O=C(c1ccc(OC2CCN(Cc3ccccn3)CC2)cc1)N1CCCC(O)C1 (stereo not drawn)
  i	i	-6	i	i	i	i	i	i	i	i
OCC1(CCOc2ccccc2)CCN(CCCn2cccn2)CC1
  i	i	-7	i	i	i	i	i	i	i	i
O=S(=O)(c1cccc(S(=O)(=O)N2CCC(Cc3ccccc3)CC2)c1)N1CCOCC1
  i	i	-10	i	i	i	i	i	i	i	i
CS(=O)(=O)Nc1ccc(C(=O)N2CCCCC2)cc1
  i	i	-5	i	i	i	i	i	i	i	i
CCCNC(=O)NC(=O)CN1CCCC1c1ccc2c(c1)OCCO2 (stereo not drawn)
  i	i	-3	i	i	i	i	i	i	i	i
COC(=O)C1CCN(CCCOc2ccc(CN3CCN(c4ccc([N+](=O)[O-])cc4)CC3)cc2)CC1
  i	i	-19	i	i	i	i	i	i	i	i
Cc1cccc(CCNS(=O)(=O)c2ccc(S(=O)(=O)N3CCCCC3)cc2)c1
  i	i	-7	i	i	i	i	i	i	i	i
Cc1ccc(C(CNS(=O)(=O)c2ccc([N+](=O)[O-])cc2)N2CCN(C)CC2)cc1 (stereo not drawn)
  i	i	-16	i	i	i	i	i	i	i	i
CCC(=O)N(C)CCc1cc2c(c(OC)c1/C=N/NS(=O)(=O)c1ccc(C)cc1)OCO2
  i	i	-19	i	i	i	i	i	i	i	i
CC1CC(C)CN(S(=O)(=O)c2ccc3c(c2)oc(=O)n3CC(=O)NCc2cccnc2)C1 (stereo not drawn)
  i	i	-8	i	i	i	i	i	i	i	i
O=C(C1CCN(S(=O)(=O)c2cccc3cccnc23)CC1)N1CCN(c2ccc(Cl)cc2)CC1
  i	i	-1	i	i	i	i	i	i	i	i
CC(NC(=O)c1ccncc1)c1ccc(Cl)cc1Cl (stereo not drawn)
  i	i	-6	i	i	i	i	i	i	i	i

Next section:
The line under a structure holds: TMEM16A act	KCNK9 inh	hERG rescue	MrgX1 PAM	MrgX1 agonist	TMEM16A inh	RGS4 act	KCNK3 inh	KCNQ1 pot	RGS4 block	KCNQ1 block
O=C1CCc2cc(S(=O)(=O)NC(Cc3ccccc3)C(=O)NCC3CCCO3)ccc2N1 (stereo not drawn)
  i	i	-2	i	i	i	i	i	i	i	i
CC(C)NC(=O)c1cc2cc([N+](=O)[O-])ccc2s1
  i	i	-8	i	i	i	i	i	i	i	i
Cn1nc(C(C)(C)C)cc1C(=O)NN1CCOCC1
  i	i	-9	i	i	i	i	i	i	i	i
CC1(C)Cc2c(cnn2-c2ccccc2)C(=O)/C1=N\NC(=O)c1ccccc1N
  i	i	-5	i	i	i	i	i	i	i	i
CCOc1ccc(CCNC(=O)Nc2cccc(OC)c2)cc1OCC
  i	i	-12	i	i	i	i	i	i	i	i
Cc1ccccc1C(=O)Nc1cccc(N)c1
  i	i	-7	i	i	i	i	i	i	i	i
CCN1CCN(C(c2cccs2)C(C)NC(=O)C(C)C)CC1 (stereo not drawn)
  i	i	-10	i	i	i	i	i	i	i	i
CCC(=O)Nc1ccc(C(=O)NNC(=O)Cc2ccccc2)cc1
  i	i	2	i	i	i	i	i	i	i	i

Bioassay records from PubChem.
